# PAX8 inh HTS: inhibitors of PAX8-driven TPO luciferase reporter, primary screen, RMG-I cells, single concentration. SteadyGlo, 24 h. inhibition, % at 12.6 µM. actives 1.2% (n = 360,000). AID 652154, 2013;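 active means mean replicate inhibition at least 60% with every replicate also reaching 60%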;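 further: luciferase light reporting Pax8 driven TPO promoter activity; plate controls were median of neutral control wells for no effect and mitoxantrone controls for full effect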
# CASP6 VEID inh: human caspase-6 inhibitors, primary screen, biochemical, VEID-R110 fluorescence, single point, set 2; P55212; purified caspase-6, Z-VEID-R110 cleavage fluorescence; inhibition, % at 12.5 µM; actives 0.53% (n = 350,000);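 active means mean inhibition across replicates at least about 35%, with every replicate also reaching that limit, limit read from the data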;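 further: 0% = median of neutral control wells and 100% = no fluorescence left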
# Target sequence (P55212 24-179 limits assumed): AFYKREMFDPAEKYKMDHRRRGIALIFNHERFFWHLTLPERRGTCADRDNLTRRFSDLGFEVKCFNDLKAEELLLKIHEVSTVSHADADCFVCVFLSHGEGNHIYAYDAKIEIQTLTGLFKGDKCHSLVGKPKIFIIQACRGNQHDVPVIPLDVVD
# Target sequence (P55212 194-293 limits assumed): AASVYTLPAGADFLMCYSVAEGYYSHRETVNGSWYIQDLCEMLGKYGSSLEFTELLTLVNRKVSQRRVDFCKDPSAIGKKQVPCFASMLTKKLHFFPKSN
# FN deposition inh: inhibitors of fibronectin matrix deposition, primary screen, AH1F cells, Alexa488-fibronectin fluorescence, plate reader; AH1F fibroblasts, overnight; actives 0.086% (n = 350,000); inhibition, % at 12.6 µM; AID 743247, 2014;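 active means mean inhibition across replicates of 30% or more, regardless of how many single replicates reach that level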;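 further: positive control wells lacked labelled fibronectin entirely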
#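 Measured by – fluorescence 485/525 nm · System – AH1F fibroblast monolayer, labelled fibronectin deposition · Amount – 10000 cells per well · Buffer or medium – serum-reduced DMEM (2% serum) · Doses – single dose, pinned · Also added – fluorescent fibronectin at 24 nM final · Schedule – 1 h cell attachment, overnight exposure to compound and label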
# PGC1a acetyl inh: inhibitors of PGC1a acetylation signal, primary screen, cell-based, U2OS, AlphaScreen, inhibitor mode | AlphaScreen anti-acetyl-lysine; with virally co-expressed GCN5 acetyltransferase | inhibition, % at 15.6 µM | actives 0.17% (n = 350,000) | AID 651687, 2012;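 active means every replicate shows inhibition of at least 40%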;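 further: 0% = neutral control wells and 100% = positive control wells; some results beyond the cut were filed as inactive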
# Cneo AK release: Cryptococcus neoformans cell lysis inducers, primary screen, AK release luminescence, single concentration. lysis activity, % at 15 µM. actives 0.2% (n = 360,000). C. neoformans lysis, adenylate kinase release luminescence, 4 h; normalised: neutral wells 0, clomiphene wells 100;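 active means mean lysis activity across replicates of at least 80%, whatever share of replicates individually reach that level; inactive means mean lysis activity below 80%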
#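 read-out = cell lysis signal | test system = log-phase Cryptococcus neoformans yeast cells | input = cells at 5 × 10^6 per mL | medium = fresh YPD growth medium | signal = luminescent adenylate kinase detection reagent | timing = 4 h at 37 °C static, read 1 h later | dosing = single dose | controls = Clomiphene as positive lysis control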
# LGR2 antag: inhibitors of bursicon-induced LGR2 CRE-luciferase signal, primary screen, cell-based, HEK293, CRE-luciferase reporter, bursicon stimulation | bursicon-stimulated, 4 h | AID 720647, 2013 | inhibition, % at 9.99 µM | actives 0.35% (n = 380,000);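 active means drop in luminescence signal, shown as inhibition above about 50% in the replicate tests, limit read from the data, passing the limit was not always enough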;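 further: agonist challenge used bursicon conditioned medium at about half maximal strength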
# miR122 inh: miR-122 Renilla sensor signal increase in Huh7, primary screen, miR-122 inhibitor project, cell-based, single point, plate reader | activation (reporter increase), % at 12.5 µM | actives 0.3% (n = 340,000) | Huh7 miR-122 Renilla luciferase sensor, 48 h; neutral wells = 0, positive control = 100;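 active means mean replicate activation score at least 90 and every replicate individually at or above 90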;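 further: higher luciferase means less miR-122 activity so hits act as miR-122 inhibitors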
# EWS-Fli block: EWS/Fli-driven NR0B1 reporter inhibitors, primary screen, A673 cells, NR0B1 luciferase, luminescence, MLPCN library; viability-normalised; actives 0.67% (n = 350,000); inhibition, % at 12.6 µM; AID 651661, 2012;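 active means mean inhibition of at least 50% after viability correction, with every replicate also passing that limit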;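 further: firefly luciferase signal divided by Alamar Blue viability fluorescence both relative to DMSO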
# Starred values were filed as active, the others as inactive; x = no result given; [ ] = remark or other dose.
Molecule	PAX8 inh HTS	CASP6 VEID inh	FN deposition inh	PGC1a acetyl inh	Cneo AK release	LGR2 antag	miR122 inh	EWS-Fli block
COc1ccc2c3c(n(C)c2c1)[C@@H](CO)N(CC1CCCC1)CC31CCN(C(C)=O)CC1	-5	-7	x	x	x	-6	x	12
Cc1sc2nc(CN(C(=O)NCc3ccccc3)C3CCCC3)[nH]c(=O)c2c1C	17	17	4	1	-2	8	-2	-1
CC(C)C(=O)N1CCN(c2cc(N3CCN(C)CC3)c(F)cc2[N+](=O)[O-])CC1	5	0	x	24	x	-8	3	7
C[C@H]1CN([C@@H](C)CO)C(=O)c2cc(-c3cccc(F)c3)cnc2O[C@H]1CN(C)C	x	0	-4	3	1	30	13[16.7 µM]	-10
Cc1ccc(S(=O)(=O)NCCc2cn3nc(C)c(C)nc3n2)cc1C	-22	x	-15	x	7	15	x	4
CO[C@H]1CN(C)C(=O)c2cc(NC(=O)C3CC3)ccc2OC[C@@H](C)N(Cc2ccccc2)C[C@H]1C	x	-1	-11	11	2	-4	6[16.7 µM]	0
CCOc1ccccc1C(=O)NC(C(=O)N(C)c1c(N)n(Cc2ccccc2)c(=O)[nH]c1=O)C(C)C (configuration not stated)	17	-2	2	x	1	6	x	4
O=[N+]([O-])c1ccccc1-c1ccc(C(=S)N2CCCC2)o1	-20	11	5	x	-1	-50	6	-68
Cc1ccc(NC(=O)c2cc([N+](=O)[O-])ccc2N2CCOCC2)cc1S(=O)(=O)N1CCOCC1	x	4	-6	x	4	-9	0	x
COc1ccc(/C=N/NC(=O)c2nonc2N)cc1OC	-13	3	-4	x	x	x	x	-7
CCCNC(=O)Nc1cc(OCC)c(N2CCOCC2)cc1OCC	8	x	-4	1	-2	x	-1	x
CSc1ccc(S(=O)(=O)NCC(=O)OCC(=O)N2CCCCC2C)cc1[N+](=O)[O-] (configuration not stated)	-8	3	-4	x	0	7	x	5
CCC(=O)OCCNc1cc(Sc2nc3ccccc3s2)c2nonc2c1[N+](=O)[O-]	x	x	x	19	-1	34	6	x
O=[n+]1cc(-c2ccc(Cl)cc2)n([O-])c2c1CCC2	14	4	2	x	x	x	x	4
CC(=O)Nc1cc(-c2ccc(C(=O)N3CCOCC3)cc2)cn2c(-c3ccc(F)c(Cl)c3)cnc12	24	1	4	-11	-1	-1	1	4
COc1ccc(CN(C)C[C@H]2OCCCC[C@H](C)Oc3ccc(N(C)C)cc3C(=O)N([C@@H](C)CO)C[C@@H]2C)cc1	18	0	x	-25	-1	17	3[16.7 µM]	10
Cc1ccc(C)c(NC(=O)C(OC(=O)c2ccc(NC(=O)CC#N)cc2)c2ccccc2)c1 (configuration not stated)	20	-1	-13	-1	-1	1	6	8
COc1ccc(CNC(=O)CCS(=O)(=O)Cc2cccc(Cl)c2)c(OC)c1	-6	-2	3	-7	1	-7	-7	13
CC1CCCCN1CC(=O)NCc1ccc2c(c1)OCO2 (configuration not stated)	7	x	1	8	0	x	0	x
Cc1ccc(S(=O)(=O)NC(C)(C)CSc2ncccn2)cc1	0	0	-8	-5	x	11	x	1
Cc1[nH]n2c(=O)cc(-c3ccc([N+](=O)[O-])cc3)nc2c1-c1ccccc1	35	x	2	2	-2	x	-1	x
COc1ccc(NC(=O)Nc2ccc3c(c2)CC(=O)N([C@@H](C)CO)C[C@H](C)[C@@H](CN(C)S(=O)(=O)c2ccc(F)cc2)O3)cc1	6	-3	-4	-9	-4	-7	-3[16.7 µM]	-1
CC1CCc2c(sc(NC(=O)c3noc4c3CCCC4)c2C(N)=O)C1 (configuration not stated)	-21	-3	-5	-9	x	-11	x	-132
O=C(NC(=O)c1cccc(Cl)c1)OC[C@@H]1CCCN2CCCCC12 (some centres not stated)	-24	1	-1	1	0	2	5	7
CCn1c(SCC(=O)NCc2ccc3c(c2)OCO3)nc2c(c1=O)SCC2	-5	3	1	x	12	14	x	x
CCn1c(CNC(=O)c2ccccc2Br)nnc1SCC(=O)NC1=NCCS1	-2	2	-1	0	1	6	-2	2
CC1=C(C(=O)N2CCCCCC2)CC(CC(=O)NC2CCCC2)C(=O)N1CCC1=CCCCC1 (configuration not stated)	5	-4	5	x	x	7	x	-7
CC(=O)N(Cc1cccs1)Cc1cc2ccc(C)c(C)c2nc1Cl	12	x	-11	12	x	7	x	11
CCOc1ccc(CCNC(=O)COC(=O)/C=C/c2ccccc2)cc1OCC	-30	-1	-3	x	-1	-5	-2	-1
O=C(O)COc1ccccc1/C=N/NC(=O)c1cccc(S(=O)(=O)Nc2cccc(Cl)c2)c1	2	10	-10	-20	x	32	0	11
CC1(c2ccccc2)CC(C)(C)N(C(=O)C2CCCO2)c2ccccc21 (configuration not stated)	x	12	x	-21	0	x	0	16
O=C(O)c1ccc2c(=O)n(Cc3ccccc3)c(SCc3ccc([N+](=O)[O-])cc3)nc2c1	9	1	5	-5	0	6	0	10
CCN(CC)C(=O)CN(c1ccc2c(c1)OCO2)S(C)(=O)=O	x	x	-9	-10	-5	x	-6	x
COc1ccc(NC(=O)N(C)C[C@@H]2OCCCC[C@H](C)Oc3ccc(NS(=O)(=O)c4cn(C)cn4)cc3C(=O)N([C@H](C)CO)C[C@@H]2C)cc1	-11	-4	x	-7	-4	-14	14[16.7 µM]	-7
O=C(Cc1ccncc1)Nc1ccc2c(c1)[C@H]1C[C@@H](CC(=O)N3CCc4ccccc4C3)O[C@@H](CO)[C@H]1O2	-2	-5	-6	4	23	-4	-6[16.7 µM]	-9
CNC[C@@H]1Oc2c(NC(=O)Nc3ccc(F)cc3)cccc2C(=O)N([C@H](C)CO)C[C@H]1C	6	3	x	-6	-3	8	4[16.7 µM]	1
Cc1ccccc1NS(=O)(=O)c1ccc(C(=O)NCC2(N3CCOCC3)CCCCC2)cc1	2	-2	-18	2	-2	-17	11	-2
Cc1nn(-c2ccccc2)c2nc3c(cc12)C(=O)CCC3	-6	2	-1	x	x	-4	x	0
O=C(Nc1c(-c2ccccc2)[nH][nH]c1=O)c1cccs1	3	4	-3	x	x	12	x	0
COc1ccc(S(=O)(=O)Nc2cccc3c2O[C@@H](CN(C)S(=O)(=O)c2ccccc2)[C@H](C)CN([C@@H](C)CO)C3=O)cc1	-3	x	x	4	14	-5	8[16.7 µM]	-6
CN1/C(=C\C(=O)COC(=O)c2nccnc2N)C(C)(C)c2ccccc21	8	2	-11	x	-10	-2	x	-3
O=C(Cn1cnc2ccccc2c1=O)c1ccc(Br)cc1	-99	-1	-1	18	0	-11	-4	-84
CC(C)(C#N)NC(=O)C1CCCN1S(=O)(=O)c1ccc2ccccc2c1 (configuration not stated)	0	-3	-2	x	1	7	x	16
COc1ccc(C(=O)COC(=O)CCC(=O)Nc2ccc(C(C)=O)cc2)cc1	-14	2	-3	1	7	4	x	-46
Cc1c(NC(=O)COC(=O)Cc2ccc(F)cc2)c(=O)n(-c2ccccc2)n1C	-9	0	1	x	x	-15	13	3
O=Nc1c(O)n(Cc2c(Cl)cccc2Cl)c2ccccc12	4	0	-8	x	x	26	x	7
COc1ccccc1OCCn1c(=O)n(C)c2ccccc21	-8	2	13	-12	-4	-13	-5	-18
CCOC(=O)C1=CN(Cc2cccc(-c3ccc4c(c3)OCO4)c2)S(=O)(=O)N(C)C1C (configuration not stated)	-3	-2	6	-5	1	-3	0	-5
CN(Cc1ccccc1)c1nc2c(c(=O)[nH]c(=O)n2C)n1CCCc1ccccc1	x	x	x	-1	-1	7	0	x
NS(=O)(=O)c1ccc(NC(=O)C2Cc3ccccc3CN2C(=O)c2ccco2)cc1 (configuration not stated)	16	45*	-5	x	2	2	4	-8

# The listing continues:
Molecule	PAX8 inh HTS	CASP6 VEID inh	FN deposition inh	PGC1a acetyl inh	Cneo AK release	LGR2 antag	miR122 inh	EWS-Fli block
COc1ccccc1CNC(=O)C[C@@H]1C=C[C@H](NC(=O)CN(C)C)[C@@H](CO)O1	x	4	x	3	-1	1	x	x
O=C(CCS(=O)(=O)c1ccc(F)cc1)N1CCN(c2ccccc2)CC1	x	0	4	11	-2	-33	-7	-59
CCOC(=O)c1[nH]c(=O)[nH]c1CNc1ccccc1C#N	-3	1	-8	10	2	9	-2	11
c1ccc2c(c1)Cc1cc(CN3CCOCC3)ccc1-2	x	x	-9	-1	-2	x	5	x
C[C@@H]1CCCCO[C@H](CN(C)C(=O)Cc2ccccc2)[C@H](C)CN([C@@H](C)CO)C(=O)c2cc(NC(=O)Nc3ccccc3)ccc2O1	-17	0	-8	-5	0	-7	-9[16.7 µM]	-1
C[C@@H]1CN([C@@H](C)CO)C(=O)Cc2cc(NS(=O)(=O)c3ccc(Cl)cc3)ccc2O[C@@H]1CN(C)Cc1ccncc1	22	0	-6	-1	1	-3	-8[16.7 µM]	11
C[C@@H]1CN([C@@H](C)CO)C(=O)c2cc(NC(=O)c3ccncc3)ccc2O[C@@H](C)CCCCO[C@H]1CN(C)Cc1ccccc1	-4	0	6	-4	7	-13	2[16.7 µM]	x
Nc1cc(-c2ccccc2)nn1S(=O)(=O)c1ccc(F)cc1	18	-2	9	0	1	5	-4	15
O=[N+]([O-])c1c(NCCO)cc(N2CCN(Cc3ccc4c(c3)OCO4)CC2)c2nonc12	6	2	-3	-4	-1	37	5	2
COc1ccc2nc(NC(=O)CN(C)S(=O)(=O)c3cccs3)sc2c1	x	x	-1	-3	1	-15	-5	x
COc1ccc(NC(=O)NNC(=O)c2ccc3ccccc3c2)cc1OC	23	-3	x	5	0	9	-1	5
O=C(NCCn1cc(SCc2ccccc2)c2ccccc21)c1ccccc1F	-6	0	-2	-9	-2	-1	0	-13
CN(C)S(=O)(=O)c1cccc(-c2nnc3n2CCCCC3)c1	3	6	-5	2	x	25	-4	5
CCC(CO)Oc1cc(NCc2ccc(Cl)cc2Cl)c2ncn(C(C)C)c2c1 (configuration not stated)	9	-2	-5	-16	2	20	-8	-16
CCc1ccc(NC(=O)COn2nnc3ccc(S(=O)(=O)N(C)C)cc32)cc1	1	x	-6	-28	0	x	1	x
Cc1ccc(Sc2ccc(C(=O)N(C)C)cc2[N+](=O)[O-])cc1	10	1	-1	0	x	-4	x	-1
CCN1CCN(C(CNC(=O)c2ccc3c(c2)OCO3)c2cccnc2)CC1 (configuration not stated)	-30	-8	-5	x	8	-7	x	-13
O=C(Nc1ccc(Oc2cccc(C(F)(F)F)c2)nc1)c1cccs1	-4	-2	1	x	2	0	-3	5

# 2 compounds drawn at random from the list so far, as already listed:
Molecule	PAX8 inh HTS	CASP6 VEID inh	FN deposition inh	PGC1a acetyl inh	Cneo AK release	LGR2 antag	miR122 inh	EWS-Fli block
Cc1ccc(Sc2ccc(C(=O)N(C)C)cc2[N+](=O)[O-])cc1	10	1	-1	0	x	-4	x	-1
COc1ccc(NC(=O)NNC(=O)c2ccc3ccccc3c2)cc1OC	23	-3	x	5	0	9	-1	5

# Screening results from PubChem BioAssay.
